Source: PubChem (National Center for Advancing Translational Sciences (NCATS))
POLK inh: qHTS for Inhibitors of Polymerase Kappa; purified Pol kappa, fluorescent DNA synthesis assay, 10 min; DNA polymerase kappa (Homo sapiens), Q9UBT6; Potency, µM (top dose mostly 107 µM), for inactives: top-dose activity, negative = inhibition, most hits filed as inhibitors; 400,000 tested, 0.53% active; also: % is scaled to controls: 0 for no effect and ±100 for the full control effect
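Fluorescent qHTS in 1536-well format: enzyme (10 nM) and compound sat 15 min at room temperature before 50 nM substrate (final) was added. Signal taken at 0 and 10 min; no-enzyme buffer wells were negative controls.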
BLM inh: qHTS Assay for Inhibitors of Bloom's syndrome helicase (BLM); RecQ-like DNA helicase BLM (Homo sapiens), P54132; recombinant BLM DNA unwinding, fluorescence dequenching; Potency, µM (series often up to 56.1 µM), inactives show at the highest dose activity change, negative = inhibition, actives largely listed as inhibitors; 350,000 tested, 0.2% active; AID 2528, 2010;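 also: plate controls were vehicle for no effect and no enzyme for full effect; nearly all actives have a fitted effect of over 35% in size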
POLB inh: qHTS Assay for Inhibitors of DNA Polymerase Beta. Pol beta primer extension/strand displacement, fluorescence kinetic. Potency, µM (series often up to 114 µM), inactives show at the top dose activity change, negative = inhibition, actives largely listed as inhibitors. P06746. 340,000 tested, 1.3% active; also: % is scaled to controls: 0 for no effect and ±100 for the full control effect
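Curves were derived by four-parameter Hill fits of normalized qHTS data. The kinetic fluorescent primer-extension read was taken at 0 and 10 min after 50 nM substrate, following a 15 min room-temperature preincubation of 10 nM enzyme with compounds.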
G9a block: qHTS Assay for Inhibitors of Histone Lysine Methyltransferase G9a. G9a H3K9 monomethylation, AlphaScreen, 2 h. Potency, µM (series often up to 102 µM), inactives show at the highest dose activity, negative = inhibition, usual class: inhibitors. 350,000 tested, 8.8% active. AID 504332, 2011; also: % is scaled to controls: 0 for no effect and ±100 for the full control effect; nearly all actives have a fitted effect of over 75% in size
Target sequence (Q96KQ7 913-1193 limits assumed): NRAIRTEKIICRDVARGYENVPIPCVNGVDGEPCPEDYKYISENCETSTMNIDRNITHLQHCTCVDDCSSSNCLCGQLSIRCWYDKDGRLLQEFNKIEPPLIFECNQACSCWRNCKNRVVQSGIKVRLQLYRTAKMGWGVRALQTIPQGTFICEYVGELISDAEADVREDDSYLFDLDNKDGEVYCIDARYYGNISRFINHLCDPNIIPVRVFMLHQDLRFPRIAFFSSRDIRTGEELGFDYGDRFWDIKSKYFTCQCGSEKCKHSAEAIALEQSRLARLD
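AlphaScreen read-out: biotin-H3K9 peptide (500 nM) methylation by 20 nM enzyme with 20 uM SAM, 2 h at room temperature after 15 min compound preincubation; anti-monomethyl H3K9 antibody plus donor/acceptor beads, 10 min dark.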
POLH inh: qHTS for Inhibitors of Polymerase Eta | DNA polymerase eta (Homo sapiens), Q9Y253 | recombinant Pol eta, fluorescent DNA replication assay | Potency, µM (highest dose often 114 µM), inactives show at the highest dose activity change, negative = inhibition, most hits filed as inhibitors | 390,000 tested, 1.2% active | AID 588591, 2011; also: % is scaled to controls: 0 for no effect and ±100 for the full control effect
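Pol eta (10 nM) was preincubated with compounds for 15 min at room temperature, after which fluorescent replication substrate (50 nM final) was added to start the reaction. Fluorescence was read kinetically at 0 and 10 min.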
APEX1 inh: qHTS Assay for Inhibitors of the Human Apurinic/apyrimidinic Endonuclease 1 (APE1) | recombinant APE1, TAMRA/BHQ-2 abasic DNA cleavage fluorescence | Potency, µM (top dose mostly 65.8 µM), for the others: at the highest dose activity change, negative = inhibition, most hits filed as inhibitors | 350,000 tested, 0.35% active;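 also: plate controls were vehicle for no effect and reference inhibitor for full effect; nearly all actives have a fitted effect of over 55% in size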
Target sequence (P27695 whole entry, looked up): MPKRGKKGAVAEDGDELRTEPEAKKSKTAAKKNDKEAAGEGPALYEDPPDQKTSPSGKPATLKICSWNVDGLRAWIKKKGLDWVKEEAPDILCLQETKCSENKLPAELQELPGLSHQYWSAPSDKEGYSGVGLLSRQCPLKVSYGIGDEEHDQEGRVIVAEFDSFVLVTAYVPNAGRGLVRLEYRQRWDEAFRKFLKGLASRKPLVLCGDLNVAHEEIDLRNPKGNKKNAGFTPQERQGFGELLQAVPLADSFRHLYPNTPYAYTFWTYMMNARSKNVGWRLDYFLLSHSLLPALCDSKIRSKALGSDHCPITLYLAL
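Enzyme (0.75 nM final) and test compound are incubated 15 min at room temperature before adding 50 nM quenched THF abasic-site duplex. Cleavage dequenches TAMRA, followed at 525/598 nm over three reads one minute apart.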
POLI inh: qHTS for Inhibitors of Polymerase Iota. DNA polymerase iota (Homo sapiens), Q9UNA4. Pol iota fluorescent replication assay, 10 min. Potency, µM (doses to about 115 µM), for the others: at the highest dose activity, negative = inhibition, usual class: inhibitors. 390,000 tested, 1% active
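Fluorescent replication assay read twice, at 0 min and 10 min after adding 50 nM (final) substrate. Enzyme (10 nM) and compounds were first incubated 15 min at room temperature; enzyme-free buffer wells were negative controls.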
Apoferritin bind: qHTS Assay for Identification of Novel General Anesthetics. apoferritin/1-aminoanthracene competitive binding, fluorescence. 350,000 tested, 0.074% active. Ferritin light chain (Equus caballus), P02791. AID 485281, 2010. Potency, µM (titrated, usually from 77.5 µM), for inactives: at the highest dose activity change, negative = displacement, actives largely listed as inhibitors; also: % is scaled to controls: 0 for no effect and ±100 for the full control effect; nearly all actives have a fitted effect of over 20% in size
Target sequence (P02791 2-175 limits assumed): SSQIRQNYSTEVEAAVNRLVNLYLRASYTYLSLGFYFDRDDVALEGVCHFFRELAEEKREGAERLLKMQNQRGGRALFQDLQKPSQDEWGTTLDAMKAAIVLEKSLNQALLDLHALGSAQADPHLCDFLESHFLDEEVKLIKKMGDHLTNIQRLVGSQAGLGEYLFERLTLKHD
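10 uM apoferritin + 50% sat. 1-AMA, PBS; cpd 10 min RT; Ex380/Em535 endpoint; normalized to free probe vs complex; 4-param Hill fit; propofol titration as pos. ctrl.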
BAZ2B inh: qHTS Assay for Inhibitors of BAZ2B | Bromodomain adjacent to zinc finger domain protein 2B (Homo sapiens), Q9UIF8 | AlphaScreen BAZ2B-H3K14Ac peptide displacement | Potency, µM (highest dose often 114 µM), inactives show at the highest dose activity change, negative = inhibition, hits mostly inhibitors | 360,000 tested, 4.4% active; also: % is scaled to controls: 0 for no effect and ±100 for the full control effect; nearly all actives have a fitted effect of over 60% in size
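Compounds, titrated to a top concentration of 110 uM, were incubated 30 min at room temperature with preformed BAZ2B/acetyl-K14 H3 peptide complex (50 nM each). Proximity signal was measured by AlphaScreen after 20 min with beads.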
* = called active by the depositor; ? = inconclusive; . = no result given; & = joins results of further samples; [ ] = remark or other dose. Calls follow the shape of the dose curve; as a rule, active = well fitted curve in the direction sought with a large enough effect; inconclusive = small, poorly fitted or top-dose-only effect, or another doubt; inactive = no such curve, though single readings can be large; an effect the other way counts as inactive or inconclusive. Potency is read from the fitted curve at half-maximal effect. Only part of the results is shown, so the mix of outcomes need not match the whole.

Below each SMILES: POLK inh | BLM inh | POLB inh | G9a block | POLH inh | APEX1 inh | POLI inh | Apoferritin bind | BAZ2B inh
> CC(C)C[C@H](NC(=O)c1[nH]cnc1C(=O)N[C@@H](C)c1ccccc1)C(=O)OCc1ccccc1
  -13.9% | -0.1% | -5.1% | 19.3%[12.7 µM] | -25.4% | 3.7% | -12.4% | 45.1%[activator] | 3.3%
> Cc1cccc(N(CC(=O)NCCSc2ccc(Cl)cc2)S(C)(=O)=O)c1C
  -5.3% | -11.3% | 22.2% | -25.4%[59 µM] | -18.5% | . | -29.5% | 7.4% | 7.2%
> C/C(Cn1nnc2ccccc21)=N\NC(=O)c1ccc(Br)cc1
  -3.4% | -10.3% | -3.2% | -0.2% | -19.1% | -1.7% | 50.8%[activator] | -14.6% | -0.2%
> CCN(CC)CCCNc1ncnc2scc(-c3ccc(F)cc3)c12
  -3.1% | 10.5% | 4.2% | 7.5% | -21.5% | 29.4% | 61.2%[activator] | -7.8% | -20.2%
> CC(=O)N/C(=C/c1ccc(OS(=O)(=O)c2ccc(C)cc2)cc1)C(=O)Nc1ccc(C(=O)O)cc1
  -23.6% | 1.4% | -25.0% | -29.7% | 3.3% | 0.4% | 20.4% | 0.3% | -15.3%
> CCN1CCN(CCCOc2ccccc2-c2ccccc2)CC1
  3.9% | 5.3% | 7.2% | . | -14.6% | -1.0% | 8.0% | -3.0% | 28.2µM*
> Cc1ccc(CCNC(=O)C2CCN(C(=O)N(C)C)CC2)cc1
  1.3% | -1.8% | 44.4% | 15.0% | -14.5% | 1.9% | 44.4%[activator] | -10.6% | 11.1%
> COCc1cc(N2CCOCC2)nc(-c2ccccc2)n1
  -4.1% | -1.2% | -0.2% | -3.7% | -6.6% | 13.6% | ? | -2.7% | 2.0%
> O=C(N/N=C/c1ccco1)c1cc(-c2ccc(Cl)cc2)n[nH]1
  -2.3% | -4.6% | -20.3% | 3.5% | -1.6% | -0.5% | 7.7% | -5.3% | -19.9%
> CC1=C(C(=O)OC(C)C)C(c2ccc(F)cc2)NC(=O)N1 (configuration not stated)
  -3.9% | -1.1% | 10.7% | ? | -11.0% | 2.3% | 16.6% | -4.0% | 12.8%
> CCOC(=O)/C(C#N)=C\c1c(OCC)n(CC)c2ccccc12
  -6.4% | -1.9% | 5.9% | -1.5%[59 µM] | -22.9% | 1.8% | 132.0%[activator] | -1.6% | 8.1%
> O=C(COc1ccc(Cl)cc1)N1CCN(c2cccc(C(F)(F)F)c2)CC1
  -8.7% | -10.1% | -7.0% | 24.4% | -26.1% | -5.0% | -7.7% | -7.3% | 13.6%
> O=C(CSCc1ccc(F)cc1)NCc1ccc(F)cc1
  -4.1% | -2.5%&-0.2% | -13.3%&-11.8% | 18.2%&-6.5%[59 µM] | -2.7%&-17.8% | -3.8% | 78.8%&1.1%[activator] | ? | -0.3%&6.7%
> COc1ccc(CN=CC2=C(O)CNC2=O)cc1OC
  -1.7% | -2.7% | 17.1% | -4.7%[59 µM] | 8.1% | 2.4% | 3.8% | -10.6% | 5.6%
> Cc1cccc([C@@H]2[C@@H]3C(=O)N(Cc4ccccc4)C(=O)[C@@H]3[C@]3(CC(C)C)C(=O)N(c4cccc(F)c4)C(=O)N23)c1
  -16.4% | . | . | 1.2%[2.33 µM] | -10.9% | -9.5% | -9.9% | . | 1.1%
> CCOC(=O)c1[nH]c(C)c(CCC(=O)Nc2ccc(C(C)=O)cc2)c1C
  -8.6%[60.1 µM] | -2.2% | 0.7% | 0.7%[59 µM] | -4.9% | . | 4.4% | -7.2% | -21.7%
> O=C(CN1C(=O)CC(c2ccco2)Sc2ccccc21)Nc1cccc(C(F)(F)F)c1 (configuration not stated)
  -9.6% | -9.2% | 16.0% | -15.2%[59 µM] | -6.5% | . | ? | 53.5%[activator] | -36.9%
> CS(=O)(=O)Nc1cccc(-c2nccc(NCc3cccs3)n2)c1
  -3.0%[60.1 µM] | 3.1% | . | 22.3%[0.501 µM] | . | -1.6% | . | . | .
> CS(=O)(=O)N(CC(=O)Nc1c(F)cccc1F)c1cccc([N+](=O)[O-])c1
  -5.4% | -3.4% | 11.9% | -8.2% | 0.8% | -2.5% | 10.9% | -9.2% | -5.5%
> COCC(C)n1c(SCC(=O)c2cc(C)n(C)c2C)nc2ccccc2c1=O (configuration not stated)
  -5.3% | -5.3% | 0.6% | 39.8µM* | -4.7% | 1.5% | 52.0%[activator] | -7.8% | 50.1µM*
> Cc1ccc(N/C=C/C(=O)c2ccc(C)cc2)cc1
  -8.0% | -0.5% | 9.2% | ? | -13.1% | 1.8% | 14.0% | -9.3% | 3.5%
> Cc1ccc(C(=O)N/C(=C/c2ccco2)C(=O)NCCCn2ccnc2)cc1
  -9.4% | -3.1% | -1.7% | ? | -9.5% | 2.3% | 1.5% | -21.0% | 31.6µM*
> COc1cc(OC)cc(C(=O)Nc2ccc3c(c2)N(C2CCCC2)C(=O)c2ccccc2S3)c1
  -6.4%[60.1 µM] | -7.0% | -29.5% | -0.3%[59 µM] | -2.7% | . | -5.2% | 9.8% | -6.2%
> c1cn2cc(CN3CCOCC3)nc2s1
  -5.4% | -0.4% | -1.4% | -42.5%[59 µM] | 5.2% | -1.3% | 0.1% | -9.6% | 6.4%
> CCN(CCCNC(=O)c1cc(Nc2ccc(OC)cc2)nc2ccccc12)c1cccc(C)c1
  -3.7% | -3.7% | 30.8% | -28.7%[59 µM] | -9.3% | . | 17.7% | 324.4%[activator] | .
> CCc1noc(C)c1C(=O)OCC(=O)NCc1ccc(Cl)cc1
  -19.6% | . | . | . | -3.0% | -6.2% | 28.1% | . | .
> CCS(=O)(=O)c1ccc2oc(SCC(=O)NC(C)C3CC4CCC3C4)nc2c1 (configuration not stated)
  1.1% | -1.7% | -1.8% | 2.1%[12.7 µM] | -3.3% | 12.1% | 7.7% | ? | 1.0%
> COc1ccc(CCNc2oc(Cc3ccccc3)nc2C#N)cc1OC
  -1.4% | -2.5% | -5.8% | 18.8%[2.33 µM] | 7.5% | -0.1% | 3.3% | -15.4% | ?
> Cc1[nH]nc2c1[C@@H](c1ccccc1[N+](=O)[O-])C(C#N)=C(N)O2
  -14.1% | -2.1% | 32.8% | ? | 6.8% | -3.5% | ? | -8.8% | -21.2%
> COc1ccccc1N1C(=O)CC(N2CCN(c3ccc(Cl)cc3)CC2)C1=O (configuration not stated)
  -11.2% | -9.2% | 5.0% | -1.9% | -4.1% | 21.8% | -6.4% | -15.2% | -26.7%

Continued:
Below each SMILES: POLK inh | BLM inh | POLB inh | G9a block | POLH inh | APEX1 inh | POLI inh | Apoferritin bind | BAZ2B inh
> CCOc1cc(/C=C2/NC(=O)N(Cc3ccccc3F)C2=O)ccc1O
  -2.4% | -8.4% | -0.1% | -1.2%[59 µM] | -16.0% | -8.4% | -20.4% | -0.2% | 8.2%
> Fc1cccc(Cl)c1CSc1nnc(-c2ccncc2)o1
  -9.0% | -0.4% | 7.1% | -4.1%[12.7 µM] | 3.4% | -42.8% | 2.9% | -13.8% | -1.3%
> CCCSc1nnc2[nH]c(=O)cc(N)n12
  -7.3% | -4.2% | 11.6% | -10.8%[59 µM] | -15.5% | -10.2% | 7.5% | 7.6% | 3.1%
> N/C(=N\OCC(=O)Nc1ccccc1)c1nonc1N
  -1.5% | -1.2% | -0.3% | -2.1% | -2.7% | -2.6% | 29.8% | -5.9% | 8.9%
> Nc1nc(-c2ccc(NC(=O)c3ccco3)cc2)cs1
  -21.9% | -10.8% | -8.9% | ? | -25.3% | 40.0% | 32.1%[activator] | 23.2% | -18.7%
> CCCCCn1c(=O)[nH]c2cc(C(=O)NCCN3CCC(C)CC3)ccc2c1=O
  2.4% | 2.0% | -0.6% | 4.8% | -22.0% | 21.8% | 141.8%[activator] | -5.3% | -18.4%
> CC/C(=N\NC(=O)c1ccc(N2CCCC2=O)cc1)c1ccccc1
  -8.6% | -3.3% | 22.7% | ? | -4.4% | 10.2% | 110.4%[activator] | -12.0% | -2.2%
> CCn1c(O)c(N=NC(=O)CNC(=O)Cc2ccccc2)c2ccccc21
  -10.4% | -0.1% | 1.1% | 22.6% | -0.9% | -16.9% | ? | -11.1% | -16.9%
> COc1ccc(OC)c(NC(=O)c2cn(CC(C)C)c(=O)c3cc(OC)c(OC)cc23)c1
  -18.7% | -3.2% | 5.7% | -42.9%[59 µM] | -13.2% | . | 10.8% | -9.4% | ?
> COc1ccc(N2CCN(C(=O)c3ccc(C)cc3)CC2)c([N+](=O)[O-])c1
  -15.0% | -4.9% | -0.7% | ? | -13.2% | 2.6% | 17.7% | ? | ?
> Cn1nc2c3ccccc3n(Cc3ccccc3)c2nc1=S
  -9.5% | -0.1% | 9.6% | 1.1% | 4.7% | ? | 10.4% | 0.8% | -17.2%
> CC(C)CC1(C(=O)NCCN2CCOCC2)C=CCN1C(=O)c1ccccc1 (configuration not stated)
  -16.8% | 2.8%&-0.9% | 0.2% | 22.5% | -11.2% | 0.3%&-3.8% | -13.8% | -9.1%&-5.6% | -2.0%
> COC(=O)c1c(-c2ccccc2OC)sc2ccc(OC)cc12
  -5.3% | . | . | 9.4%[0.501 µM] | -2.7% | -13.5% | 11.9% | . | 33.7%
> O=C(CCN1CCN(CCO)CC1)Nc1ccc(Br)cc1
  -3.7%&-18.5% | 3.6%&1.4% | 87.8%&50.2% | 5.7% | -7.1%&-6.5% | 5.4% | ? | -1.5%&-10.1% | -15.5%&-8.0%
> CCOC(=O)N1CCN(C(=O)c2cc(OC)cc(OC)c2)CC1
  -7.6% | 2.9% | 0.6% | -23.9%[59 µM] | 13.7% | -3.6% | 17.3% | -7.6% | -3.6%

Some values from the list:
For G9a block, CCN(CC)CCCNc1ncnc2scc(-c3ccc(F)cc3)c12 shows 7.5%
For POLI inh, Fc1cccc(Cl)c1CSc1nnc(-c2ccncc2)o1 shows 2.9%
